Source: PubChem (several laboratories)
LYP inhibition: PTPN22 lymphoid phosphatase activity blockers – biochemical, fluorescence intensity, uHTS (AID 1779); recombinant LYP phosphatase, fluorescence intensity; higher % means a stronger effect; one-dose inhibition, % at 11.5 µM; IC50 in µM for titrated hits; 0.054% of 290,000 active; in the data active means inhibition above about 50%;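 further: plate controls were vehicle with enzyme for no effect and no enzyme for full effect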
SIAH1 antagonists: blockers of Siah-1 interaction with plectin peptide – biochemical, fluorescence polarization, rhodamine-plectin, uHTS, primary screen (AID 1817); Siah-1 / rhodamine-plectin peptide fluorescence polarization; higher % means a stronger effect; displacement, % at 20 µM, or IC50 in µM where a hit was titrated; 0.02% of 290,000 active;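 active means displacement of at least 50% at 20 µM, with a fluorescence ratio check between 0.3 and a set limit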;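 further: plate controls were Siah plus tracer with DMSO for no effect and tracer alone without Siah for full effect; strong numbers were not always called active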
HIV peptide binding: inhibitors of HIV fusion peptide binding, primary screen, biochemical, uHTS, fluorescence dequenching (AID 1986); cell-free peptide binding, fluorescence dequenching, 30 min; higher % means a stronger effect; one-dose inhibition, % at 20 µM; IC50 in µM for titrated hits; 0.3% of 290,000 active; in the data active means inhibition mostly above about 52%, no sharp cut-off; inactive means mostly below about 76%; further: some results filed as inactive read as strong as hits
Rac1 GTP hydrolysis: MgcRacGAP GTPase-activating activity inhibitors, confirmation, biochemical, ADP Hunter fluorescence; MgcRacGAP-stimulated Rac1 GTP hydrolysis, ADP Hunter fluorescence; higher % means a stronger effect; GST-tagged Rac1 F28L mutant substrate; one-dose inhibition, % at 30 µM; IC50 in µM for titrated hits; 0.6% of 340,000 active; AID 624330;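 active means first-screen hits whose inhibition reached a set limit at any dose in the follow-up dose series; inconclusive means inhibition above the set first-screen limit but never retested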;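 further: fluorescence reports GDP produced by GAP-driven GTP hydrolysis; strong numbers were not always called active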
NTR1 ag: NTR1-driven beta-arrestin-GFP spot formation – imaging, U2OS cells, high content, primary screen (AID 493036). P30989. agonist mode. activation, % at 20 µM. 0.17% of 330,000 active;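 active means activation at or above 40% of the spot to cytoplasm intensity ratio, with at least 20 cells analyzed; inconclusive means wells under 20 cells, flagged as cytotoxic or low count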;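 further: 0% = DMSO without peptide and 100% = 100 nM NTR1 peptide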
Target sequence (P30989 whole entry, looked up): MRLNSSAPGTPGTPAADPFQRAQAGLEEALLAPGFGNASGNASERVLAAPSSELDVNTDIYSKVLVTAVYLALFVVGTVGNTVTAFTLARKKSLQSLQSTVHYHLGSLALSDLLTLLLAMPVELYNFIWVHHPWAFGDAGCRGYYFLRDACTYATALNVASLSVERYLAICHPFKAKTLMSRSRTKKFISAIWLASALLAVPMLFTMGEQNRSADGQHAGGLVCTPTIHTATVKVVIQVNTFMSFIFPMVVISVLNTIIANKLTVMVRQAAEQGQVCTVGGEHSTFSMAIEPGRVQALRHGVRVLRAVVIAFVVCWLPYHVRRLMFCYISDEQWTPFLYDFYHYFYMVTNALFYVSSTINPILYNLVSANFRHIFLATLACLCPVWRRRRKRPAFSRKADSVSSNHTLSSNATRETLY
GPR35 antagonists: GPR35 antagonists blocking zaprinast-driven arrestin recruitment, primary screen, imaging, U2OS, beta-arrestin-GFP, zaprinast agonist (AID 2058) | U2OS GPR35 beta-arrestin-GFP translocation imaging, zaprinast antagonism; higher % means a stronger effect | inhibition, % at 10 µM; hits with a dose series show IC50 in µM | 0.052% of 290,000 active;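 active means inhibition of at least 50% with at least 30 cells and total cytoplasm GFP at most 10,000,000; inconclusive means under 30 cells or total GFP of 10,000,000 plus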
Myeloid diff MLP: compounds promoting myeloid differentiation; calls only at 10 µM; ER-HoxA9 myeloid progenitors, lysozyme-GFP differentiation, flow cytometry; 1% of 360,000 active; AID 624256;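 active means normalized GFP-positive differentiation at or above the plate's own cutoff, the solvent-only control mean plus 3 SD; inconclusive means no clear call, values can overlap the other calls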;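 further: cells exposed to compound for four days before flow analysis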
Salmonella PhoP GFP: inhibitors of PhoP regulon expression, primary screen, Salmonella Typhimurium, GFP reporter (AID 1863). S. Typhimurium PhoP-regulated promoter GFP reporter, 4 h; higher % means a stronger effect. one-dose inhibition, % at 50 µM; IC50 in µM for titrated hits. 0.16% of 300,000 active;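 active means inhibition over 29.93%, a cutoff 3 SD above the screen mean, later confirmed by dose response; inconclusive means inhibition over 29.93% but no dose response follow-up; inactive means inhibition at most 29.93% or unconfirmed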;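 further: 0% = low Mg2+ inducing control and 100% = high Mg2+ repressing control; strong numbers were not always called active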
GPR55 antagonists: inhibition of LPI-stimulated GPR55 beta-arrestin translocation – imaging, U2OS, beta-arrestin-GFP, LPI agonist, primary screen (AID 2013); U2OS GPR55 beta-arrestin-GFP translocation imaging, LPI antagonism; higher % means a stronger effect; 0.13% of 290,000 active; inhibition, % at 10 µM; hits with a dose series show IC50 in µM;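 active means spots per cell inhibited over 60%, with over 100 cells counted and total cytoplasm intensity under 500,000; inconclusive means wells with under 100 cells, flagged as likely toxic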;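 further: U2OS cells stably carrying GPR55 and arrestin-GFP stimulated by 5 µM LPI near EC80; imaged beta-arrestin-GFP aggregate spots per cell after agonist stimulation; plate controls were LPI-stimulated DMSO wells for no effect and DMSO wells without LPI for full effect; some results filed as inactive read as strong as hits; confirmed hits need IC50 under 10 µM and bright autofluorescent wells are also inconclusive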
NTR1 ag cell count 20 µM: also measured in NTR1 ag; calls as there; cell count; measured here: cell count, cytotoxicity flag
Myeloid diff MLP GFP+ MAC1+ %: second read-out of Myeloid diff MLP, no call of its own (marks repeat the call); GFP+ MAC1+ double positive, %; measured here: differentiation confirmed by MAC1 staining
* marks the source's active call; other numbers are inactive results; i = inactive; ? = inconclusive; · = not tested or not shown.

SMILES	LYP inhibition	SIAH1 antagonists	HIV peptide binding	Rac1 GTP hydrolysis	NTR1 ag	NTR1 ag cell count 20 µM	GPR35 antagonists	Myeloid diff MLP	Myeloid diff MLP GFP+ MAC1+ %	Salmonella PhoP GFP	GPR55 antagonists
O=C1NCCN1C(=O)c1ccccc1F	-2%	2%	7.8%	2%	3.5	83	-1%	i	1.5	-7%	1%
CC(c1ccccn1)N(Cc1ccco1)C(=S)Nc1cccc(F)c1 (configuration not stated)	-6%	-1%	-2.2%	-1%	-1.0	51	2%	i	0.3	-13%	11%
CCCCOC(=O)c1sc2nc(N3CCOCC3)c3c(c2c1N)CC(C)(C)OC3	-12%	-8%	0.0%	11%	-0.2	55	-6%	i	0.1	-12%	3%
COc1ccc(NC(=O)C2CCN(c3nc(C)nc4c3CCC4)CC2)cc1	-4%	-1%	-1.3%	7%	-2.7	32	2%	i	1.4	2%	3%
O=C(CC(=O)Nc1ccccn1)Nc1ccccn1	-11%	0%	-3.7%	8%	1.9	86	-7%	i	0.9	9%	-6%
CC1Sc2ccc(S(=O)(=O)CCC(=O)NCc3ccccc3)cc2NC1=O (configuration not stated)	-7%	6%	-0.3%	11%	0.5	54	6%	i	1.8	1%	5%
N/C(=N\OC(=O)c1ccncc1)c1cccc([N+](=O)[O-])c1	-6%	-2%	-0.1%	7%	-1.3	43	8%	i	0.3	-2%	-3%
CCC(=O)NCCC(c1ccco1)c1ccccc1OC (configuration not stated)	-1%	0%	6.0%	-4%	-1.4	61	-2%	i	0.7	4%	5%
CN1C(=O)C(c2ccccc2[N+](=O)[O-])C(=O)c2ccccc21 (configuration not stated)	0%	-1%	0.0%	13%	0.5	88	-7%	i	1.3	-7%	7%
CCOc1ccc(CCNC(=O)c2cnccn2)cc1OCC	-12%	-2%	-1.0%	-16%	-0.4	43	15%	i	4.0	-3%	12%
CSCC[C@H](NC(=O)[C@@H]1Cc2ccccc2CN1)C(=O)NC[C@H]1CC[C@H](C(=O)O)CC1	-10%	7%	0.1%	6%	-2.2	80	-1%	i	0.4	8%	0%
CCOc1ccccc1N1CC(C(=O)Nc2cccc(S(=O)(=O)N3CCCCC3)c2)CC1=O (configuration not stated)	-6%	-1%	-0.8%	8%	-0.2	62	-3%	i	0.5	0%	1%
O=C(NC1CC(=O)N(c2cccc(F)c2)C1)N1CCN(C(=O)c2ccco2)CC1 (configuration not stated)	·	·	·	-1%	-0.3	56	·	i	0.6	-4%	·
COc1cccc(OC)c1C(=O)NCC12CC3CC(C1)CC(CNC(=O)c1c(OC)cccc1OC)(C3)C2	-3%	3%	-0.5%	5%	1.5	54	-8%	i	0.7	-2%	2%
COc1ccccc1C(=O)CN1C(=O)NC2(CCc3ccccc32)C1=O (configuration not stated)	·	·	·	3%	-0.8	64	·	i	0.5	-5%	·
O=C(Nc1ccccc1)C(Cl)C(=O)c1ccccc1 (configuration not stated)	-7%	-5%	-1.1%	9%	0.5	54	20%	i	0.7	3%	6%
CCc1nnc(NC(=O)CSc2nnc(CSc3nc(C)cc(C)n3)o2)s1	-2%	-2%	-0.4%	9%	-0.6	53	-2%	i	7.1	·	5%
COc1ccc(Nc2ccc(N3C(=O)CCCC3=O)cc2[N+](=O)[O-])cc1OC	-2%	8%	1.2%	23%	-1.1	45	-1%	i	0.2	-2%	-5%
CCc1nnc(NC(=O)c2nc(S(=O)(=O)Cc3cccc(C)c3)ncc2Cl)s1	-11%	2%	-0.5%	14%	0.6	79	1%	?	·	-3%	35%
Cc1nnc(NC(=O)c2cc(-c3ccco3)nc3ccccc23)s1	·	·	·	12%	1.1	64	·	i	1.3	1%	·
COCCN(Cc1cc2c(C)cc(C)cc2nc1Cl)C(=O)c1ccccc1F	1%	0%	-0.4%	12%	3.4	31	-11%	i	0.4	1%	15%
NC(=O)C(=O)N/N=C/c1cccc(C(F)(F)F)c1	-4%	3%	0.3%	-2%	-0.7	58	-3%	i	1.2	-3%	5%
CC1=C(C)CC(C(=O)Nc2nc(-c3ccc(C)cc3C)c(C)s2)C(C(=O)O)C1 (configuration not stated)	1%	2%	12%	0%	-1.0	36	2%	i	0.0	9%	-7%
CC1=C(C(=O)N(C)C)C(c2ccc(C)s2)NC(=S)N1 (configuration not stated)	-6%	23%	-1.5%	-2%	3.0	35	-7%	i	0.6	5%	16%
Cc1ccc(NC2CCCN(C(=O)CN3C(=O)c4ccccc4C3=O)C2)cc1C (configuration not stated)	-6%	8%	0.1%	13%	-0.2	68	3%	i	4.0	-2%	16%

Whole records, looked up by structure.
`CC1=C(C(=O)N(C)C)C(c2ccc(C)s2)NC(=S)N1` (configuration not stated) is listed as LYP inhibition: -6%; SIAH1 antagonists: 23%; HIV peptide binding: -1.5%; Rac1 GTP hydrolysis: -2%; NTR1 ag: 3.0; NTR1 ag cell count 20 µM: 35; GPR35 antagonists: -7%; Myeloid diff MLP: i; Myeloid diff MLP GFP+ MAC1+ %: 0.6; Salmonella PhoP GFP: 5%; GPR55 antagonists: 16%
`COCCN(Cc1cc2c(C)cc(C)cc2nc1Cl)C(=O)c1ccccc1F` is listed as LYP inhibition: 1%; SIAH1 antagonists: 0%; HIV peptide binding: -0.4%; Rac1 GTP hydrolysis: 12%; NTR1 ag: 3.4; NTR1 ag cell count 20 µM: 31; GPR35 antagonists: -11%; Myeloid diff MLP: i; Myeloid diff MLP GFP+ MAC1+ %: 0.4; Salmonella PhoP GFP: 1%; GPR55 antagonists: 15%
`CCc1nnc(NC(=O)c2nc(S(=O)(=O)Cc3cccc(C)c3)ncc2Cl)s1` is listed as LYP inhibition: -11%; SIAH1 antagonists: 2%; HIV peptide binding: -0.5%; Rac1 GTP hydrolysis: 14%; NTR1 ag: 0.6; NTR1 ag cell count 20 µM: 79; GPR35 antagonists: 1%; Myeloid diff MLP: ?; Myeloid diff MLP GFP+ MAC1+ %: ·; Salmonella PhoP GFP: -3%; GPR55 antagonists: 35%

Next results.
SMILES	LYP inhibition	SIAH1 antagonists	HIV peptide binding	Rac1 GTP hydrolysis	NTR1 ag	NTR1 ag cell count 20 µM	GPR35 antagonists	Myeloid diff MLP	Myeloid diff MLP GFP+ MAC1+ %	Salmonella PhoP GFP	GPR55 antagonists
Cc1cccc(C)c1NC(=O)c1ccc(CN2CCc3ccccc3C2)cc1	-7%	0%	0.9%	11%	1.4	39	-9%	i	0.9	8%	2%
COc1ccccc1NC(=S)Nc1ccccn1	-4%	9%	1.0%	7%	0.6	46	2%	i	0.4	-2%	14%
O=C(Cc1cccc2ccccc12)N/N=C/c1ccncc1	-8%	1%	-1.3%	6%	-0.3	54	7%	i	0.0	·	-3%
CCOC(=O)c1ccc(NS(=O)(=O)c2ccc3c(c2)oc(=O)n3C)cc1	0%	28%	-0.6%	2%	0.6	68	-10%	i	1.0	13%	5%
O=C(Nc1cccc2c1[nH]c1ccccc12)C(F)(F)F	-2%	-2%	-1.0%	11%	-0.6	45	12%	i	0.7	-4%	-6%
COc1cc(CSC)nc(-c2ccccc2)n1	-4%	2%	-1.3%	2%	1.4	75	-6%	i	0.1	6%	2%
O=C(c1ccccc1)c1c[nH]c(C(=O)NCCCn2ccnc2)c1	2%	1%	-0.8%	7%	-0.8	57	1%	i	0.7	18%	5%
CSc1nc(C(=O)N2CCCC(N3CCN(c4ccccc4C)CC3)C2)cs1 (configuration not stated)	-9%	-1%	-1.4%	8%	2.5	58	6%	i	0.1	1%	-10%
Cc1cc(NCCCO)n2nc(-c3cccs3)cc2n1	0%	0%	-1.1%	22%	0.2	86	-7%	i	0.0	2%	2%
Cc1ccc(C)c(S(=O)(=O)c2c(C)cc(C)[nH]c2=O)c1	-6%	-1%	-1.3%	9%	-0.9	82	18%	i	0.8	4%	-6%
OCCCNc1nc(-c2ccc(Cl)cc2)nnc1-c1ccc(Br)cc1	-2%	0%	-1.1%	17%	·	·	4%	i	0.3	33%	4%
CC(=O)Nc1ccc(S(=O)(=O)NC2(C(F)(F)F)NC(=O)N(c3ccc(Cl)cc3)C2=O)cc1 (configuration not stated)	4%	3%	-0.2%	-9%	-0.9	87	8%	i	2.4	6%	-1%
O=C(COc1ncnc2ccccc12)Nc1ccc(S(=O)(=O)N2CCOCC2)cc1	0%	5%	-1.0%	7%	-1.5	66	-8%	i	0.3	-2%	4%
CCOc1ccc(N2C(=O)C3ON(C)C(c4ccc([N+](=O)[O-])cc4)C3C2=O)cc1 (configuration not stated)	3%	-1%	0.8%	12%	0.7	66	-10%	i	0.8	-9%	-8%
Cc1cc(C)n(C(=O)c2ccc(S(=O)(=O)N3CCOCC3)cc2)n1	-6%	1%	1.2%	7%	0.7	60	0%	i	5.7	1%	20%
CCN(CC)c1ccc(/C=N/NC(=O)CC(C)C)cc1	-4%	3%	-0.9%	5%	4.7	36	10%	i	0.7	6%	-8%
Cc1cc(C(=O)Nc2cccnc2)no1	-5%	13%	0.2%	9%	0.3	61	-2%	i	5.3	0%	3%
Cc1cc(C)n(-c2cc(N3CCN(C(=O)c4ccc(C(C)(C)C)cc4)CC3)ccc2[N+](=O)[O-])n1	15%	-3%	-3.8%	8%	17	91	9%	i	1.7	4%	7%
CCOC(=O)N1CCN(C(=O)c2ccc3c(c2)ncn3C2CCCC2)CC1	-7%	-4%	1.7%	-1%	-0.3	64	-4%	i	17	6%	33%
Cc1c(OCc2ccccc2)cccc1OCc1ccccc1	-4%	3%	-1.3%	1%	4.5	79	-10%	i	0.4	1%	-5%
CC1CCc2c(sc(NC(=O)Cn3nc(C(F)(F)F)c4c3CCCCC4)c2C#N)C1 (configuration not stated)	-3%	-1%	0.9%	-76%	5.0	57	9%	i	12	-13%	0%
COC(=O)CC(NC(=O)c1ccco1)c1cccc2ccccc12 (configuration not stated)	-5%	-1%	-1.1%	-2%	0.7	52	-11%	i	1.3	-6%	6%
Cn1c(=O)c2c(ncn2CC(=O)OCC(=O)NC2CCCc3ccccc32)n(C)c1=O (configuration not stated)	-2%	-1%	0.0%	3%	-0.6	85	-13%	i	1.7	-2%	17%
CCOc1ccc(NC(=S)NC(=O)Cc2ccccc2)cc1	2%	1%	2.6%	15%	1.0	52	12%	i	1.9	3%	4%
Cc1cc(Br)cc(C)c1OCC(=O)NNC(=O)CCC(=O)NCc1ccccc1	-8%	0%	-0.9%	6%	-0.8	30	23%	i	0.0	-1%	6%
